Siah-1 displacement – Siah-1 peptide-binding antagonists, primary screen, biochemical, fluorescence polarization, rhodamine-plectin, uHTS (AID 1817). Siah-1 / rhodamine-plectin peptide fluorescence polarization; higher % means a stronger effect. displacement, % at 20 µM, or IC50 in µM where a hit was titrated. 290,000 compounds, 0.02% hits;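 active means displacement of at least 50% at 20 µM, with a fluorescence ratio check between 0.3 and a set limit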;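 further: plate controls were Siah plus tracer with DMSO for no effect and tracer alone without Siah for full effect; strong numbers were not always called active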
Myeloid diff MLP – induction of myeloid progenitor differentiation, primary screen, cell-based, flow cytometry, MLPCN library | ER-HoxA9 myeloid progenitors, lysozyme-GFP differentiation | calls only at 10 µM | 360,000 compounds, 1% hits | AID 624256, 2012;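 active means normalized GFP-positive differentiation at or above the plate's own cutoff, the solvent-only control mean plus 3 SD; inconclusive means no clear call, values can overlap the other calls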;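 further: cells exposed to compound for four days before flow analysis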
PMI inhibition – human PMI inhibitors, high substrate, primary screen, biochemical, fluorescence intensity, high mannose 6-phosphate (AID 1220); recombinant PMI enzyme, coupled fluorescence intensity; higher % means a stronger effect; inhibition, % at 20 µM; hits with a dose series show IC50 in µM; 190,000 compounds, 0.66% hits
RSV CPE inhibition – RSV antiviral activity via CPE protection, HEp-2 cells, primary 10 µM value included (AID 2391) | HEp-2 cells, RSV-induced CPE inhibition; higher % means a stronger effect | one-dose CPE inhibition, % at 10 µM; IC50 in µM for titrated hits | 310,000 compounds, 0.13% hits; in the data active means a potency from the dose series; inconclusive means CPE inhibition mostly from about 23% at the one dose, without a potency; inactive means the rest, 99 in 100 with CPE inhibition below about 21%; further: strong numbers were not always called active
WT yeast gro inh – growth inhibition of WT strain, primary screen, mitochondrial fusion inhibitor project, WT and mutant strains, chemical genetic; mitochondrial fusion phenotypic screen; inhibition, % at 10 µM; 190,000 compounds, 2.1% hits; AID 1362, 2008; in the data active means inhibition above about 58%; tested in S. cerevisiae
TNAP activators – human TNAP enzyme activators, primary screen, biochemical, luminescent, no phosphate acceptor, uHTS (AID 1001); Alkaline phosphatase, tissue-nonspecific isozyme (Homo sapiens); purified TNAP, luminescent activation assay, no phosphate acceptor; higher activation fold means a stronger effect; activation fold at 20 µM; hits with a dose series show EC50 in µM; 200,000 compounds, 0.03% hits; in the data active means activation fold from about 3, or a potency from the dose series; inactive means the rest, 99 in 100 with activation fold below about 1.6; further: many of its hits are not listed in these tables
PhoP inhibition – inhibitors of PhoP regulon expression, primary screen, Salmonella Typhimurium, GFP reporter (AID 1863). S. Typhimurium PhoP-regulated promoter GFP reporter, 4 h; higher % means a stronger effect. inhibition, % at 50 µM, or IC50 in µM where a hit was titrated. 300,000 compounds, 0.16% hits;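 active means inhibition over 29.93%, a cutoff 3 SD above the screen mean, later confirmed by dose response; inconclusive means inhibition over 29.93% but no dose response follow-up; inactive means inhibition at most 29.93% or unconfirmed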;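 further: 0% = low Mg2+ inducing control and 100% = high Mg2+ repressing control; strong numbers were not always called active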
XIAP antagonists – XIAP antagonists, biochemical, IAP family, fluorescence polarization (AID 1018); E3 ubiquitin-protein ligase XIAP (Homo sapiens); XIAP BIR domain, fluorescence polarization peptide displacement; higher % means a stronger effect; displacement, % at 20 µM, or IC50 in µM where a hit was titrated; 200,000 compounds, 0.007% hits; in the data active means displacement above about 50%; further: a part of the inactive calls stands beside numbers as strong as those of hits
human PMI inhibition – inhibitors of human PMI, primary screen, biochemical, fluorescence intensity, coupled assay (AID 1209); Mannose-6-phosphate isomerase (Homo sapiens); purified PMI enzyme, coupled fluorescence intensity; higher % means a stronger effect; inhibition, % at 20 µM; hits with a dose series show IC50 in µM; 190,000 compounds, 0.42% hits;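 further: plate controls were DMSO vehicle for no effect and wells lacking substrate for full effect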
WT yeast gro inh mutant strain – second read-out of WT yeast gro inh, no call of its own (marks repeat the call); inhibition, %; mitochondrial fusion phenotypic screen, mutant strain inhibition
Myeloid diff MLP GFP+ MAC1+ % – recorded beside Myeloid diff MLP, whose call it bears; GFP+ MAC1+ double positive, %; measured here: differentiation confirmed by MAC1 staining
* marks the source's active call; other numbers are inactive results; i = inactive; ? = inconclusive; . = not tested or not shown; + = active, no number. Unless noted, no stated cut-off is given here; in the data, active means inhibition above about 50%; inactive means the rest. Rows are unselected; overall some 3.1% were active at least once.

structure	Siah-1 displacement	Myeloid diff MLP	Myeloid diff MLP GFP+ MAC1+ %	PMI inhibition	RSV CPE inhibition	WT yeast gro inh	WT yeast gro inh mutant strain	TNAP activators	PhoP inhibition	XIAP antagonists	human PMI inhibition
COc1ccccc1CN1CCNC(=O)C1CC(=O)NCCOc1cccnc1 (stereo not given)	3%	i	0.2	19%	4.4%	-1	-1	1.1	-6%	-3.7%	6%
Cc1nnc(N/N=C/c2cccc(OCc3ccc(Cl)c(Cl)c3)c2)n1N	8%	i	0.6	17%	5.2%	29	20	1.4	-17%	-3.9%	-5%
COc1ccc(/C=N/OCC(=O)Nc2ccc3c(c2)OCO3)c(OC)c1	19%	i	0.7	11%	10%	14	1	1.1	6%	-4.3%	7%
Cc1cc(N/N=C/c2ccco2)c2ccccc2n1	-2%	i	0.4	-13%	2.7%	7	5	1.1	-10%	-12%	-14%
CN(C)/C=N/S(=O)(=O)c1cccn1-c1ncc(C(F)(F)F)cc1Cl	0%	i	0.3	-8%	2.3%	2	10	1.1	-3%	-3.3%	-4%
Cc1ccc(NC(=O)c2ccccc2-c2ccc(C(F)(F)F)cc2)cc1S(=O)(=O)N1CCOCC1	5%	i	1.8	6%	4.7%	18	-1	1	10%	-17%	5%
CC(C(=O)NC1CCCC1)N(C(=O)c1snc(C(N)=O)c1N)c1ccc2c(c1)OCCO2 (stereo not given)	1%	i	1.6	6%	0.3%	-3	-1	1	-8%	-3.8%	4%
Cc1oc(-c2cccs2)nc1CN1CCC(C(=O)N2CCCC2)CC1	2%	i	0.7	2%	-0.8%	-2	-2	1.1	2%	-5.8%	8%
C=CCOC(=O)CCCC(=O)NC1CCCCC1	-2%	i	1.3	16%	2.5%	4	-4	1.1	2%	2.3%	15%
O=C(COC(=O)Cc1ccc(S(=O)(=O)N2CCOCC2)s1)NCc1ccccc1	-3%	i	2.6	-13%	0.7%	-21	6	1.1	-8%	-8.9%	-11%
CCc1ccc(C(C(=O)NCc2ccc(OC)cc2)N(CCOC)C(=O)Cc2cccs2)cc1 (stereo not given)	0%	i	7.4	5%	2.7%	-1	-7	1.2	-1%	0.9%	2%
CCOC(=O)N1CCC(N2C(=O)c3ccccc3C2Nc2cccnc2)CC1 (stereo not given)	-3%	i	3.8	17%	-0.5%	-10	2	1.1	-12%	-5.1%	11%
COc1ccc(-c2nc(CN3CCN(c4ncnc5ccccc45)CC3)c(C)o2)c(OC)c1	6%	i	0.6	7%	3.5%	20	1	1.1	5%	-5.8%	7%
Cc1cc(NC(=O)CCC(=O)N(Cc2ccccc2)C2(C(=O)NC3CCCCC3)CCCC2)no1	-1%	i	0.2	11%	-2.0%	-5	-21	1	6%	-16%	14%
COc1ccc(/C=C(\NC(=O)c2ccc(OC)cc2)C(=O)Nc2cccc(C(=O)O)c2)cc1	-3%	i	0.1	.	0.3%	.	.	.	-8%	.	.
CCN(CC)C(=O)c1ccc(-c2ccccc2)cc1	-7%	i	0.7	2%	3.9%	-1	-23	1.1	-10%	-4.9%	-2%
O=C(/C=C/c1ccccc1)NC(NC(=S)Nc1cc(Cl)ccc1Cl)C(Cl)(Cl)Cl (stereo not given)	1%	.	.	-13%	12%	-1	-27	0.9	-6%	-6.3%	1%
S=C1NC[C@H](c2ccccc2)N1CCCCC1CCCCC1	14%	i	3.6	.	1.4%	.	.	.	4%	.	.
COc1ccc(/C=C/C(=O)c2ccc(O)cc2)cc1COc1ccc(F)cc1	-1%	i	6.2	2%	-2.4%	90*	-6.2*	0.9	13%	-15%	5%
Fc1cccc(F)c1/C=N/Nc1ccccn1	3%	i	0.4	12%	7.4%	10	22	1.1	-9%	-3.1%	5%
CCN(CC)c1ccc(NC(=O)COc2ccccc2C)cc1S(=O)(=O)Nc1ccccc1OC	8%	i	0.0	3%	-0.5%	21	9	1.1	-11%	1.4%	39%
Cc1cc(N2C(=O)C(=O)/C(=C(/O)c3ccc(F)cc3)C2c2ccc(F)cc2)no1 (stereo not given)	0%	i	1.1	-12%	2.1%	2	7	1.1	-10%	-2.0%	-4%
O=C1c2ccccc2CCC12N=NCC2c1ccc(Cl)cc1 (stereo not given)	2%	i	1.1	29%	1.9%	6	4	1.1	9%	-1.5%	20%
CCC(=O)N(Cc1cccs1)C1CCOC(C)(C)C1 (stereo not given)	-1%	i	0.6	-2%	3.5%	17	-4	1.1	5%	-3.4%	-3%
COc1ccc(S(=O)(=O)N2CCC(C(=O)N3CCOCC3)CC2)cc1Cl	8%	i	0.5	-5%	0.3%	-8	1	1.1	-5%	-5.9%	0%
CC(=O)c1c(O)cc(C)n(-c2ccc(F)cc2)c1=O	-1%	i	0.1	39%	1.5%	-5	3	1	-12%	-6.3%	10%
COC(=O)Cn1c(O)c(N=NC(=O)OC)c2ccccc21	1%	i	0.6	.	1.5%	.	.	.	-9%	.	.
Cc1ccc[n+](-c2[nH]c(=O)sc2/C=N/N=C(\[O-])CCn2c3ccccc3c3ccccc32)c1	-3%	i	0.6	.	1.3%	.	.	.	-8%	.	.
CC(C)c1nnc(NC(=O)CCC(=O)N2CCN(Cc3ccc(F)cc3)CC2)s1	-10%	i	1.7	.	-0.2%	.	.	.	-9%	.	.
Clc1ccccc1-c1nnc2n1CCCCC2	-4%	i	0.4	.	2.5%	.	.	.	-2%	.	.

3 compounds already listed, sorted by count of non-hydrogen atoms, low to high.
structure	Siah-1 displacement	Myeloid diff MLP	Myeloid diff MLP GFP+ MAC1+ %	PMI inhibition	RSV CPE inhibition	WT yeast gro inh	WT yeast gro inh mutant strain	TNAP activators	PhoP inhibition	XIAP antagonists	human PMI inhibition
Clc1ccccc1-c1nnc2n1CCCCC2	-4%	i	0.4	.	2.5%	.	.	.	-2%	.	.
CCC(=O)N(Cc1cccs1)C1CCOC(C)(C)C1 (stereo not given)	-1%	i	0.6	-2%	3.5%	17	-4	1.1	5%	-3.4%	-3%
Cc1cc(N2C(=O)C(=O)/C(=C(/O)c3ccc(F)cc3)C2c2ccc(F)cc2)no1 (stereo not given)	0%	i	1.1	-12%	2.1%	2	7	1.1	-10%	-2.0%	-4%

The list continues.
structure	Siah-1 displacement	Myeloid diff MLP	Myeloid diff MLP GFP+ MAC1+ %	PMI inhibition	RSV CPE inhibition	WT yeast gro inh	WT yeast gro inh mutant strain	TNAP activators	PhoP inhibition	XIAP antagonists	human PMI inhibition
CCOC(=O)c1cnc2c(-c3ccccc3)c(-c3ccccc3)nn2c1C	-1%	i	0.5	.	21%	.	.	.	-6%	.	.
CN(C)c1ccc(/C=C/c2cc[n+](C)cc2)cc1	-4%	.	.	-6%	2.1%	-2	-14	1.1	-266%	-6.7%	0%
COc1ccc(OC)c(S(=O)(=O)N2CCC(C(=O)Nc3ccccc3)CC2)c1	10%	i	0.5	.	0.1%	-3	-16	1.1	-3%	-3.4%	.
CC(=O)Nc1ccc(C(=O)OCC(=O)N2CCCC2)cc1	-3%	i	0.4	.	0.9%	.	.	.	-1%	.	.
CC(=O)c1c(C)[nH]c(C(=O)NCc2cccc(Cl)c2)c1C	-1%	i	0.2	3%	2.8%	-9	-26	1.1	3%	-5.6%	3%
CCC(=O)Nc1sc2c(c1C(N)=O)CCN(C(C)=O)C2	-8%	i	2.0	-3%	-0.9%	12	1	1.1	1%	-5.6%	-3%
O=C(C1CC1)N1CCC(c2nc(-c3ccc(S(=O)(=O)NCC4CCCO4)cc3)no2)CC1 (stereo not given)	-2%	?	.	7%	-2.1%	-7	-3	1.1	-5%	-2.5%	4%
Cn1c(C(=O)NCCN2CCN(c3ccccc3F)CC2)cc2c(=O)n(C)c3ccccc3c21	0%	+	5.1*	6%	0.7%	4	-6	1	-2%	-11%	7%
NNC(=O)Cc1cn(-c2ncc(C(F)(F)F)cc2Cl)c2ccccc12	-1%	i	0.5	1%	0.4%	10	8	1.2	-6%	-0.3%	0%
O=C1CCN(Cc2ccc(Br)cc2)CCN1CCO	4%	i	1.9	.	0.5%	.	.	.	4%	.	.
O=C(NCc1cccs1)c1ccc(Br)o1	-2%	i	0.6	-18%	0.2%	-21	-7	1	14%	-8.3%	3%
CCOC(=O)Cn1cnc([N+](=O)[O-])n1	7%	i	0.7	8%	.	-22	2	1.1	-1%	-6.4%	15%
CCCCC1OC23CCCCC2C(C#N)(C(=N)O3)C1(C#N)C#N (stereo not given)	3%	i	0.7	36%	.	7	0	1.1	-30%	-2.4%	15%
CN(C)S(=O)(=O)c1ccc(NC(=O)c2cc3ccccc3o2)cc1	2%	i	12	2%	1.8%	-14	-12	1	7%	-5.0%	-4%
S=C(NCc1ccccc1)Nc1cccc2cnccc12	0%	i	1.5	.	-1.2%	.	.	.	0%	.	.
C[N+](C)(CC#Cc1ccccc1)CC(=O)c1ccc(Cl)cc1	6%	i	0.5	-11%	0.6%	4	-10	1.1	1%	0.9%	-11%
OCC1(Cc2ccc(F)cc2)CCCN(CCCC(F)(F)F)C1 (stereo not given)	-10%	i	0.6	.	-0.4%	.	.	.	-3%	.	.
Cc1cccc(-c2noc(CNS(=O)(=O)c3ccccc3)n2)c1	0%	i	0.4	.	1.5%	.	.	.	-2%	.	.
COc1ccc(NC(=O)NC(=O)c2cc(OCC(F)(F)F)ccc2OCC(F)(F)F)cc1	6%	i	1.1	.	4.7%	.	.	.	-3%	.	.
COc1ccc2cc(C#N)c(N3CCN(Cc4nnnn4CCC(C)C)CC3)nc2c1	0%	i	0.4	14%	20%	18	14	1.1	-6%	-4.0%	18%
O=C(CSc1nnc(-c2cccc(F)c2)o1)Nc1nncs1	4%	i	0.2	-11%	1.4%	-1	-5	1	-9%	-6.3%	-9%
COc1ccc(C2c3ccc4ccccc4c3Oc3ncn(CCCO)c(=N)c32)cc1 (stereo not given)	-4%	i	0.0	.	17%	.	.	.	-18%	.	.
CC(C)(C)c1ccccc1NC(=O)N1CCNC(=O)C1CC(=O)Nc1ccc(F)cc1 (stereo not given)	-2%	i	1.3	.	0.8%	.	.	.	-8%	.	.

Assay outcomes from PubChem BioAssay.
